SARS 3CLpro inh = SARS-CoV 3CLpro protease inhibition; P0C6X7; recombinant SARS-CoV 3CLpro, quenched FRET peptide cleavage; inhibition, % at 6 µM; 290,000 compounds, 0.14% hits; AID 1706; in the data active = inhibition above about 12%
Yp Topo-I inh = Y. pestis Topo-I inhibition via cleavage products. Y. pestis Topo-I cleavage product accumulation, plate reader. activity, % at 10 µM. 360,000 compounds, 0.064% hits; in the data active = activity above about 50%, passing the limit was not always enough; inconclusive = no clear call, values can overlap the other calls; also: inactives centre near 2
TcdB GH inh = blocks C. difficile toxin B glycohydrolase activity; TcdB glycohydrolase enzymatic assay, plate reader; inhibition, % at 9.99 µM; 350,000 compounds, 0.24% hits; AID 652162; in the data active = inhibition above about 10%
CCHFV vOTU inh = blocks the CCHF virus ovarian tumor domain protease; 370,000 compounds, 0.55% hits; inhibition, % at 11.5 µM; CCHFV vOTU protease, Pep-AMC fluorescence; in the data active = inhibition above about 30%; also: 0% = vehicle wells with enzyme and 100% = no enzyme wells
Anthrax LF prot = anthrax lethal factor protease inhibition; AID 588501; inhibition, % at 10 µM; P15917; 360,000 compounds, 0.12% hits; multiplex microsphere protease cleavage assay, LF; also: plate controls were buffer without enzyme for full effect and enzyme alone for no effect
Target sequence (P15917 whole entry, looked up): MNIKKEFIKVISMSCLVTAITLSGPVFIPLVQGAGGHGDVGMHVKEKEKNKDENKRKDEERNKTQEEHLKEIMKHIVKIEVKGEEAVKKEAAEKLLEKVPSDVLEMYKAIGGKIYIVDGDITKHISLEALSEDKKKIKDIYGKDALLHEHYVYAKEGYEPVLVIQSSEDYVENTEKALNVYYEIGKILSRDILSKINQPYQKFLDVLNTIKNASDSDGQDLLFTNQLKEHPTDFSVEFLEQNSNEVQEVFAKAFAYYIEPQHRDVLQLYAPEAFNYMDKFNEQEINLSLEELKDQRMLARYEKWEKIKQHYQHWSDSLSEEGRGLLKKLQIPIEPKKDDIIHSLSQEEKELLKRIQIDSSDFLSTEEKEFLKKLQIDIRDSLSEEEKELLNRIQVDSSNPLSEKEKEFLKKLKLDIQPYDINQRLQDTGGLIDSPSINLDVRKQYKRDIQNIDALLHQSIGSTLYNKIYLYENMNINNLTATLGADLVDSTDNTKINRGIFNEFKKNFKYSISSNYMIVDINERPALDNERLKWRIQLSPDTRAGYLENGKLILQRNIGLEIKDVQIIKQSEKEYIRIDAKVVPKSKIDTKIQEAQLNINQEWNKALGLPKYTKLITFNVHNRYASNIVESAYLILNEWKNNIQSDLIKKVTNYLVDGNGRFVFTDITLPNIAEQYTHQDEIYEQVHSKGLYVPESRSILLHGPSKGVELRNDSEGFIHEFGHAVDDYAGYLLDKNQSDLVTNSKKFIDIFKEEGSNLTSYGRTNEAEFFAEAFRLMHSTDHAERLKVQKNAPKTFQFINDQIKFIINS
BH1578 lux ind = induces V. cholerae light production without autoinducers; V. cholerae BH1578 lux reporter, luminescence, 6 h; activation, % at 18.7 µM; 350,000 compounds, 0.16% hits; in the data active = activation mostly above about 9.7%, no sharp cut-off; inconclusive = no clear call, values can overlap the other calls; inactive = mostly below about 3.7%; also: not every result past the cut was called active; inactives centre near 0; reference of the scale not given here
DUSP3 inh = blocks human VHR1 dual specificity phosphatase | recombinant VHR phosphatase, pNPP absorbance | inhibition, % at 13.3 µM | 290,000 compounds, 0.52% hits; in the data active = inhibition above about 50%; also: some compounds called inactive have numbers as strong as hits
Target sequence (P51452 whole entry, looked up): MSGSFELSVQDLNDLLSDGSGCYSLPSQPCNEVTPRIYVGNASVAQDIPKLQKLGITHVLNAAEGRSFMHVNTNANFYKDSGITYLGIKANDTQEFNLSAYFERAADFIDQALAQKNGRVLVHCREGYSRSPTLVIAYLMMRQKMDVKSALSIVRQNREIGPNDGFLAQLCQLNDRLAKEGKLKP
BoNT A protease = BoNT A light chain protease inhibition; multiplex microsphere protease substrate cleavage, flow cytometry; inhibition, % at 10 µM; 360,000 compounds, 0.17% hits; AID 588499; also: plate controls were buffer without enzyme for full effect and enzyme alone for no effect
SSB-PriA inh = blocks PriA binding to SSB C-terminal tail; AlphaScreen SSBct-PriA binding, biotinylated peptide; inhibition, % at 33 µM; 430,000 compounds, 0.6% hits; AID 1272365; in the data active = inhibition mostly above about 37%, no sharp cut-off; inactive = mostly below about 20%;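 also: plate controls were negative control peptide for no effect and reference peptide for full effect; strong numbers were not always called active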
PfHsp40 yeast = restores yeast growth despite PfHsp40 toxicity; S. cerevisiae expressing PfHsp40, growth rescue, ATP luminescence; growth rescue, % at 12.5 µM; 340,000 compounds, 0.68% hits; AID 504582; in the data active = growth rescue above about 28%, passing the limit was not always enough; inconclusive = no clear call, values can overlap the other calls;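 also: yeast W303a lacking pdr1 and pdr3 grown in galactose medium; growth measured after three days at 30 °C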
* hit, by the source's call; i = inactive; ? = inconclusive; / = no result given. Rule as the data show it, unless noted: active = inhibition above about 30%; inconclusive = no clear call, values can overlap the other calls; inactive = below that. An excerpt; rates above refer to the full screens.

Every second line gives: SARS 3CLpro inh	Yp Topo-I inh	TcdB GH inh	CCHFV vOTU inh	Anthrax LF prot	BH1578 lux ind	DUSP3 inh	BoNT A protease	SSB-PriA inh	PfHsp40 yeast
- Cc1ccc(-c2ccc(/C=C(\C#N)C(N)=S)n2C)cc1
  -3	0	2.1	3	6	-0.4	10	?	-14	2.2
- Cc1noc(NS(=O)(=O)c2ccc(NC(=O)c3ccc(Cl)c(S(=O)(=O)N(C)c4ccccc4)c3)cc2)c1C
  /	4	-0.9	5	-1	-1.9	/	-2.7	19	-0.1
- Cc1cccc(C)c1OCCNC(=O)OCc1ccccc1
  4	22	0.2	9	-4	-0.9	21	-0.3	-44	0.7
- O=S(=O)(NCC1OCCc2ccccc21)c1ccccc1 (configuration not stated)
  1	-5	/	28	1	/	13	-0.3	-9	-0.5
- CC(=O)NC(Cc1ccccc1)C(=O)OCC(=O)c1ccc(F)cc1 (configuration not stated)
  -2	3	/	4	1	-0.3	5	0.1	-9	-0.5
- COC(=O)CSc1nnc(-c2ccc(NS(=O)(=O)c3ccccc3)cc2)o1
  2	-8	/	8	-3	i	10	-3.1	-16	-1.7
- S=C1CCC(c2ccc(Br)cc2)=NN1c1ccccc1
  5	-6	3.3	0	-1	-0.3	29	1.7	0	-1.7
- Cc1cc(C(=O)NCCCN2CC(C)CC(C)C2)n(-c2ccccc2)n1 (configuration not stated)
  0	9	-0.4	-8	-3	-0.2	11	-0.5	-11	1.1
- CC(C)C[C@H](NC(=O)c1nc[nH]c1C(=O)NC1CCNCC1)C(=O)OC(C)(C)C
  /	-8	-2.2	19	-5	i	/	-0.9	2	1.4
- COc1ccccc1C(C(C(=O)c1ccccc1)N1CCOCC1)N1CCOCC1 (configuration not stated)
  /	2	0.4	6	0	i	/	-0.3	-5	-0.8
- Cc1ccc2nc(SCC(=O)c3ccccc3)nc(=O)n2c1
  /	-1	1.4	-13	4	i	/	3.1	-2	-0.4
- CCCCCC(=O)Nc1cccc2ccccc12
  5	-8	2.0	9	-1	-0.2	3	0.2	-8	-1.5
- O=C(Nc1ccnn1C1CCN(C(=O)c2cccnc2)CC1)c1cccc(F)c1
  /	-3	-1.0	-8	-1	-1.1	/	-0.2	/	/
- CCc1ccccc1Nc1nc(N)nc(CSCC(=O)Nc2ccc(C)c(C)c2)n1
  -2	4	1.3	12	0	i	-1	-0.3	11	-0.4
- COc1cccc(C2CC(c3cccc(OC)c3)n3nc(N)nc3N2)c1 (configuration not stated)
  0	14	-1.0	-9	0	-0.2	7	-0.1	7	0.8
- COc1ccc(C(=O)Nc2cccc(NC(C)=O)c2)cc1
  /	5	0.0	-1	-6	-1.1	/	0.1	/	/
- O=C1CC/C=C\C[C@@H](CC(=O)N(CCO)Cc2ccccc2)C(=O)N2CCC[C@H]2CO1
  /	2	0.6	8	-8	-6.7	/	-0.3	/	1.4
- CC(=O)Nc1ccc(NS(=O)(=O)c2cc([N+](=O)[O-])ccc2C)cc1
  -3	-14	-1.6	-1	-2	-0.2	11	0.0	7	-0.8
- OCCC1CN(Cc2cccc3nonc23)CCN1Cc1ccsc1 (configuration not stated)
  1	-9	0.4	-5	-3	-0.5	13	0.1	3	-1.9
- Cc1ccccc1NC(=O)c1ccccc1-c1ccccc1
  -9	-1	0.9	6	-3	-2.4	5	-1.1	0	-0.4

2 compounds drawn at random from those above, as already listed:
Every second line gives: SARS 3CLpro inh	Yp Topo-I inh	TcdB GH inh	CCHFV vOTU inh	Anthrax LF prot	BH1578 lux ind	DUSP3 inh	BoNT A protease	SSB-PriA inh	PfHsp40 yeast
- CC(=O)Nc1ccc(NS(=O)(=O)c2cc([N+](=O)[O-])ccc2C)cc1
  -3	-14	-1.6	-1	-2	-0.2	11	0.0	7	-0.8
- Cc1ccc(-c2ccc(/C=C(\C#N)C(N)=S)n2C)cc1
  -3	0	2.1	3	6	-0.4	10	?	-14	2.2

Additional results follow:
Every second line gives: SARS 3CLpro inh	Yp Topo-I inh	TcdB GH inh	CCHFV vOTU inh	Anthrax LF prot	BH1578 lux ind	DUSP3 inh	BoNT A protease	SSB-PriA inh	PfHsp40 yeast
- COc1ccc(C(=O)Cn2c(C(=O)/C=C/c3ccccc3)nc3ccccc32)cc1
  7	0	/	-5	5	-0.6	31	2.9	-7	-1.4
- Nc1ccccc1SC(C[N+](=O)[O-])c1ccccc1 (configuration not stated)
  4	2	/	/	/	-0.8	21	/	-3	34*
- CSc1nnc(CNC(=O)c2ccccc2)n1-c1ccc(F)cc1
  4	-2	1.6	5	6	-0.2	8	0.7	-25	0.1
- O=C(c1ccc(CSCc2ccccc2F)o1)N1CCN(c2ccc(N3CCOCC3)nn2)CC1
  4	25	1.2	-13	-4	-0.2	-19	0.0	96*	-0.5
- NS(=O)(=O)c1cccc(NC(=O)c2cncc(Br)c2)c1
  2	2	1.1	13	-2	2.3	-8	-0.8	-1	2.1
- O=c1[nH]c2ccc([N+](=O)[O-])cc2[nH]1
  /	6	-0.7	14	3	i	/	0.1	-4	-0.9
- Cc1ccc(Nc2nnc(SCC(O)=C(C#N)c3nc4ccccc4[nH]3)s2)c(C)c1
  /	12	0.5	1	-2	/	/	0.7	/	-0.9
- O=C1CCC[C@@H]2[C@H](Cc3ccccc3)[C@@H](O)C[C@@H]3CCN1[C@@H]32
  /	12	1.4	-6	-2	i	/	-0.1	-22	-0.8
- CCCN(CC(=O)Nc1ccccc1C)C(=O)Cc1n[nH]c(=O)c2ccccc12
  /	-4	1.3	-1	/	i	/	/	-11	-1.3
- COc1ccc(C(=O)NCCCc2ccccc2)cc1
  /	4	0.6	-12	-5	-0.5	/	-0.2	-2	/
- COc1ccc(Br)cc1C(=O)Nc1ccc(C(=O)NCC(C)C)cc1
  5	4	-1.4	3	-1	-0.3	0	-0.2	-12	0.4
- COc1ccc(C(=O)NCCn2cc(SCC(=O)Nc3cc(C)on3)c3ccccc32)cc1OC
  -1	12	/	11	0	0.4	13	0.6	-10	-1.1
- COCCCNc1nc2ccccc2nc1NS(=O)(=O)c1ccc(OC)cc1
  1	1	-0.6	-29	15	-0.9	16	-0.3	-31	-0.9
- CCC(=O)Nc1cc(=O)[nH]c2nc(-c3ccc(Cl)cc3)nn12
  -3	11	0.0	7	-1	-0.5	8	2.3	-5	-0.4
- COCC(=O)Nc1ccc(N2CCOCC2)c(S(=O)(=O)Nc2ccc(OC)cc2)c1
  /	-7	-0.4	14	-4	0.9	/	-0.8	4	-2.4
- Cc1ccc(-c2sc(-c3ccccc3)nc2CC(=O)Nc2ccccc2F)cc1
  -6	0	-0.3	-7	-3	0.6	17	-1.3	-10	-0.5
- COc1ccc2oc(=O)c(C(=O)Nc3cccc(C(C)=O)c3)cc2c1
  -1	11	0.3	-6	-13	-0.6	10	-1.3	1	0.9
- O=C(Cc1ncc(C(F)(F)F)cc1Cl)N1CCN(c2ccccn2)CC1
  4	10	/	2	-3	i	35	1.3	-10	-1.0
- COCCNC(=O)[C@H]1N2C(=O)c3c(ccc(OC)c3OC)C2SC1(C)C (some centres not stated)
  -1	0	2.6	0	-18	i	9	-4.2	-9	-0.1
- COc1ccc(N2C(=O)CC(Sc3nccc(C)n3)C2=O)c(OC)c1 (configuration not stated)
  /	-2	-0.2	11	-3	-0.4	/	0.0	/	/
- COc1cc2cc(CCCOC(=O)CCC(=O)O)oc(=O)c2cc1OC
  /	-4	0.0	9	1	-7.1	/	0.2	7	-1.6
- COc1ccccc1NC(=O)Cn1cnc2c(oc3nc4c(cc32)CCCC4)c1=O
  -2	24	-0.3	10	-2	-0.3	-2	0.5	-5	0.1
- CCCCc1cc(=O)oc2cc(OC(C)C(=O)NCc3ccccn3)c(Cl)cc12 (configuration not stated)
  1	4	-1.7	7	-1	0.7	-27	-1.2	-1	-0.6
- Oc1cc(CNCc2ccccc2)c(O)cc1CNCc1ccccc1
  /	-13	0.2	43*	-7	i	/	-0.4	-9	-0.9
- COc1cc([C@@H]2[C@H]3CNCC=C3C(C#N)=C(N)C2(C#N)C#N)ccc1OC(C)C
  -1	-7	/	17	1	-0.4	-13	2.1	-13	1.8
- CCN(CC)S(=O)(=O)c1ccc(N2CCCC2)c(NS(=O)(=O)c2ccc([N+](=O)[O-])cc2)c1
  3	14	-0.2	0	0	-0.3	9	1.2	0	-0.3
- CNC(=O)CN(c1cccc2ccccc12)S(C)(=O)=O
  -3	2	/	-6	-3	-6.2	5	-0.4	-15	-0.9
- CCOC(=O)c1cocc1C(=O)O
  /	-6	0.7	-1	-7	i	/	0.4	-10	-1.7
- Cc1cccn2c(=O)nc(SCC(=O)N3CCN(c4ccccc4)CC3)nc12
  /	11	2.6	1	0	-0.7	/	2.5	-5	-1.5
- COc1cccc(NC(=O)Cc2csc(NC(=O)Nc3ccccc3OC)n2)c1
  /	-12	0.4	0	-5	0.1	/	-0.8	-3	-0.3
- CC(C)N1CCN(C2CSCCSC2)CC1CCO (configuration not stated)
  -1	-12	0.0	10	7	-0.3	26	-0.4	0	-1.1
- CCCN1C(=O)C2(C(C(=O)c3ccc(C)o3)=C(O)C(=O)N2CCCOC)c2ccccc21 (configuration not stated)
  2	1	-2.5	9	-2	-0.3	10	0.3	-4	-0.2
- FC(F)(F)c1ccccc1CN1CCCC(N2CCN(c3ccccc3)CC2)C1 (configuration not stated)
  2	6	-0.8	-3	2	1.8	14	-4.4	-1	-0.2
- Cc1ccc(/C=N/NC(=O)c2nnn(-c3nonc3N)c2CSc2ccccc2)cc1
  1	4	1.4	-2	-4	-0.3	-10	-0.1	i	-0.6
- Cc1ccc(C2=NN(C(=O)c3cccs3)C(c3ccccc3O)C2)cc1 (configuration not stated)
  1	40	3.1	9	-2	i	-4	-0.4	-2	0.8
- CN(C)CCCN1CC(C(=O)O)CC1=O (configuration not stated)
  1	-4	/	-7	1	-1.7	24	0.8	-13	0.1
- O=C(Cn1ccc(C(F)(F)F)n1)Nc1cccc(S(=O)(=O)N2CCCCC2)c1
  7	7	0.5	-8	-9	-0.3	10	-0.4	7	0.4
- CCc1ccccc1-n1c(SCC(=O)c2c(N)n(C3CC3)c(=O)[nH]c2=O)nnc1N1CCOCC1
  /	6	1.7	-9	-1	1.7	/	1.0	-8	-0.2
- CCOC(=O)N1CCN(c2nc(C(F)(F)F)nc3c(C)cc(C)cc23)CC1
  -5	7	/	-2	3	i	-13	-1.1	-7	-1.3
- C[C@]12C[C@H](O)[C@H]3[C@@H](CCC4=CC(=O)CC[C@@]43C)[C@@H]1CC[C@@H]2C(=O)CO
  -1	1	-0.9	-3	-18	i	-3	-1.0	5	-0.6
- CCOc1ccc2nnc(-c3ccc(Br)cc3)n2n1
  -1	-7	/	1	-10	-3.8	27	-1.2	1	1.9
- COc1ccc(-n2nc(C(=O)NCC(=O)NC3CCCCC3)c3ccccc3c2=O)cc1
  3	4	-0.8	-13	-4	i	-3	0.1	-2	-1.7
- CC1=CS(=O)(=O)CC1Sc1nc(C)n[nH]1 (configuration not stated)
  2	-3	-0.1	-18	1	-0.2	4	-0.1	-9	0.3
- O=C(N/N=C/c1ccccc1F)c1ccccc1OCc1ccccc1
  0	31	0.9	17	-7	0.4	30	-6.4	/	-0.4
- CC1CCc2c(sc(NS(=O)(=O)c3ccccc3)c2C(=O)OC(C)C)C1 (configuration not stated)
  -2	18	/	10	-1	0.7	0	0.0	-7	1.6
- O=C(COc1cccc(NC(=O)c2ccccc2)c1)c1ccccc1
  -2	0	-0.8	1	-2	i	16	-0.5	-3	0.2
- O=C(NNC(=O)C1CC1c1ccccc1)c1ccccc1F (configuration not stated)
  -4	5	0.3	3	0	-0.3	12	1.2	-8	-0.2
- Cc1csc(=O)n1CCC(=O)N(C)Cc1c(F)cccc1Cl
  /	6	-8.2	-10	1	i	/	0.5	-6	-0.3
- Cc1c(N)cc2c(c1N)C(C)(C)CC2(C)C
  /	-1	-1.5	-9	2	i	/	-0.1	8	-1.6

Screening results (PubChem BioAssay)
